High-throughput results: PubChem, several laboratories
RmlC RmlD mix: mixture blocks RmlC and RmlD coupled enzyme activity | RmlC/RmlD coupled enzyme inhibition, 384-well mixture HTS | inhibition, % at 5.5 µM | hit rate 0.39% among 110,000; in the data active = inhibition above about 30%, passing the limit was not always enough; also: strong numbers were not always called active
RT RNaseH block: inhibitors of HIV-1 reverse transcriptase RNase H; P04585; RT-RNase H RNA/DNA duplex cleavage, fluorescence; inhibition, % at 10 µM; hit rate 1.9% among 65,000; AID 565; in the data active = inhibition above about 50%
* marks the source's active call; other numbers are inactive results; / = not tested or not shown. An excerpt, so the mix of outcomes need not match the whole.

The line under a structure holds: RmlC RmlD mix, RT RNaseH block
O=C(C1CCC1)N1CCc2cc(S(=O)(=O)NC3CCCC3)ccc21
  3.9, -7.6
Cc1nc(C)c(-c2ccccc2)c(=O)[nH]1
  16.3, -7.4
COc1cc(C2C(C(=O)OC(C)C)=C(C)Nc3[nH]c(=O)[nH]c(=O)c32)ccc1O (centres undefined)
  -10.8, -10.8
Cc1ccc(C)c2[nH]c(=O)c(CN(Cc3ccco3)S(=O)(=O)c3ccc4c(c3)OCCO4)cc12
  -7.4, -4.7
COc1ccc(C(=O)NC(C)c2nnc(SCc3ccc(Cl)c(Cl)c3)n2C)cc1 (centres undefined)
  5.8, /
COC(=O)C1=C(C(=O)OC)[C@@H]2Nc3ccccc3[C@@]23C[C@@H](C(=O)OC)N(C(=O)CC(C)C)C3=N1
  -6.7, /
O=C(Cc1cccs1)NCC1CCCO1 (centres undefined)
  4.2, 7.8
CC1=CCC2C(=O)N(c3ccc4ccccc4n3)C(=O)C2C1 (centres undefined)
  -1.6, 2.3
Cc1cc(C)c(N2CCN(S(=O)(=O)N3CCCCCC3)CC2)c(C)c1
  -11.8, 8.4
CCOC(=O)C1CCCCN1Cc1cccc(F)c1 (centres undefined)
  -11.1, /

The line under a structure holds: RmlC RmlD mix, RT RNaseH block
Cn1c(=O)[nH]c(=O)c2c1nc(Sc1ncccn1)n2CCCc1ccccc1
  -9.2, -18.1
C=CCc1cccc2cc(C(=O)OCC(=O)c3ccccc3)c(=O)oc12
  -21.0, /
O=C(CN1CCOCC1)Nc1ccccc1-c1ccccc1
  8.7, -2.7
CC(C)CNc1nnnc2c1sc1nc(N3CCOCC3)c3c(c12)CC(C)(C)SC3
  -30.9, /
COc1ccc(C(=O)N(CN2CCCC2=O)c2cc(C)on2)cc1OC
  2.2, -10.5
O=C(NC1CCCCC1)C(c1ccncc1)N(C(=O)Cn1nnc(-c2cccs2)n1)C1CCCC1 (centres undefined)
  187.0, 1.7
Cc1nc([N+](=O)[O-])c(Br)n1CC(=O)c1ccc(Br)cc1
  -6.5, /
CCOC(=O)c1c(NC(C)=O)sc2c(OC(C)=O)cccc12
  -3.4, /
Cc1ccc(NC(=O)CSc2nnc(-c3cnccn3)n2Cc2ccco2)cc1
  3.6, -2.8
O=C(NCCCCCCNC(=O)c1ccc(Br)s1)c1ccc(Br)s1
  -12.7, /

Looked up by structure from the list above (three):
The line under a structure holds: RmlC RmlD mix, RT RNaseH block
C=CCc1cccc2cc(C(=O)OCC(=O)c3ccccc3)c(=O)oc12
  -21.0, /
COc1ccc(C(=O)N(CN2CCCC2=O)c2cc(C)on2)cc1OC
  2.2, -10.5
CCOC(=O)C1CCCCN1Cc1cccc(F)c1 (centres undefined)
  -11.1, /

(cont.)
The line under a structure holds: RmlC RmlD mix, RT RNaseH block
COC(=O)C1=C(C)NC(=S)N(C(C)=O)C1c1ccccc1 (centres undefined)
  1.6, /
CC1(c2nnc(-c3ccc(Cl)cc3)o2)CC(c2ccc([N+](=O)[O-])cc2)=NO1 (centres undefined)
  7.6, /
Cc1cnc(C(=O)OCC(=O)Nc2ccc(Cl)cc2Cl)cn1
  8.9, -1.6
COc1ccc(NC(=O)C2OCCc3ccccc32)c(OC)c1 (centres undefined)
  -12.4, -26.3
CCCOc1ccc(N2CC(C(=O)Nc3ncccc3C)CC2=O)cc1 (centres undefined)
  -0.4, -0.8
COC(=O)c1cccc(C(=O)Oc2cccc(Br)c2)n1
  5.3, -1.2
CSc1ncccc1C(=O)OCC(=O)N1CCOCC1
  -6.4, -5.5
COc1ccccc1CNC(=O)CC(C)C
  -5.4, /
Cc1ccc(S(=O)(=O)N2CCN(S(C)(=O)=O)CC2)cc1
  2.2, /
COc1ccccc1Cn1cnc2cccnc21
  -9.6, 5.0

The line under a structure holds: RmlC RmlD mix, RT RNaseH block
COc1ccc(-c2noc(-c3cc(Cl)ccc3Cl)n2)cc1OC
  1.2, 10.8
Cc1ccc(NC(=O)C2CCCN(S(=O)(=O)c3c(C)noc3C)C2)cc1F (centres undefined)
  2.3, -19.2
CCN1C(=O)c2cccc3c(NC(=O)c4ccc5c(c4)OCCO5)ccc1c23
  9.2, -1.8
Cc1csc(N2CCCC2c2nc3cc(Cl)c(N4CCCCC4)cc3n2CCOCCO)n1 (centres undefined)
  0.3, /
CC(C)(C)c1cc(OC(=O)c2ccncc2)ccc1O
  2.2, /
CCCC/S(CC1CC1(Cl)Cl)=N\S(=O)(=O)c1ccc(C)cc1 (centres undefined)
  3.1, /
COc1ccccc1NC(=O)C1=C(C)N(c2ccccc2)C(=S)NC1c1cccc(C(F)(F)F)c1 (centres undefined)
  -9.0, /
Cc1ccc(CC(=O)OCCNC(=O)c2cccnc2)cc1
  7.0, -15.5
Cc1csc(=O)n1CC(=O)OCc1cccc2ccccc12
  -8.8, -58.4
COc1cc(NC(=O)N[C@H](C(=O)O)C(C)C)cc(OC)c1
  -9.3, 0.4

The line under a structure holds: RmlC RmlD mix, RT RNaseH block
CCOC(=O)CNS(=O)(=O)c1ccc(C(=O)O)cc1
  2.3, 0.6
CCCCc1nc2ccccc2c(=O)n1NC(=O)c1c(O)c2cccc3c2n(c1=O)CCC3
  /, -7.4
CCOC(=O)N1CCC(N2Cc3cccc(C(=O)NCc4ccc(OC)cc4)c3C2=O)CC1
  /, 73.2*
CCOC(=O)C(=O)Nc1ccccc1C(N)=O
  -123.5, /
CCC(C)NS(=O)(=O)c1ccc(OCC(=O)Nc2ccc3c(c2)OCCO3)cc1 (centres undefined)
  8.2, /
Cn1c(CN2CCCCC2)nc2cc(NC(=O)c3cccc(Br)c3)ccc21
  -8.5, /
Cc1cccc(N(CC(=O)Nc2ccc(CC#N)cc2)S(C)(=O)=O)c1
  /, 0.1
CC1=CC(C)(C)Nc2ccc(C)cc21
  -38.7, -6.6
Cc1nccn1CCCN1C(=O)OC2(CCCCC2)C1(C)O (centres undefined)
  8.9, -9.3
c1ccc(-c2nnc(CSc3nncs3)o2)cc1
  -8.7, 0.0

smiles | RmlC RmlD mix | RT RNaseH block
O=C(NCc1nc2ccccc2[nH]1)C1=C[C@H](c2ccc(C(F)(F)F)cc2)C[C@H](OCc2ccc(CO)cc2)O1 | -10.6 | /
CCc1ccc2c(CC(=O)Nc3nnc(C4CC4)s3)coc2c1 | -9.3 | /
CC1CCCC(NC(=O)CN2CCN(Cc3ccc(Cl)cc3)C2=O)C1C (centres undefined) | 13.3 | 3.0
CC(=O)c1ccc(OC(=O)N(c2ccccc2)c2ccccc2)cc1 | -26.6 | /
CCOC(=O)N1CCC(NC(=O)c2ccc3c(c2)N(Cc2ccc(F)cc2)CCS3)CC1 | -60.9 | /
CCn1c(SCC(=O)N2CCCc3ccccc32)nc2cccnc21 | 5.8 | -7.7
CCCc1nnc(NC(=O)CCC(=O)Nc2ccc(F)cc2)s1 | -15.5 | 3.0
Cc1sc2ncnc(NCC3(N4CCOCC4)CCCCC3)c2c1C | 9.1 | /

smiles | RmlC RmlD mix | RT RNaseH block
O=C1c2[nH]nc(-c3ccccc3O)c2C(c2ccc(F)cc2)N1Cc1ccco1 (centres undefined) | 8.5 | 12.6
COCCSc1nnc(-c2cnccn2)o1 | -12.4 | 0.7
COc1ccc(C(CC(=O)O)NC(=O)OC(C)(C)C)cc1 (centres undefined) | -12.3 | -5.8
COc1cccc(/C=N/NC(=O)CC2C(=O)NN=C2C)c1OC (centres undefined) | -0.4 | /
Cc1ccc(NC(=O)c2cc(C)nn2-c2ccccc2)cc1 | 6.0 | /
CCOc1cc(C2C3=C(CCCC3=O)Nc3nc(C(=O)OC)nn32)ccc1OC (centres undefined) | -12.1 | /
Cc1onc(-c2ccccc2Cl)c1C(=O)Nc1ccccc1C(=O)NC(C)C | 2.8 | -8.8
COc1nc(N(CC(N)=O)S(=O)(=O)c2ccccc2)nc(C)c1Cl | -8.8 | /

Molecules above containing a nitro group on carbon (two):
smiles | RmlC RmlD mix | RT RNaseH block
Cc1nc([N+](=O)[O-])c(Br)n1CC(=O)c1ccc(Br)cc1 | -6.5 | /
CC1(c2nnc(-c3ccc(Cl)cc3)o2)CC(c2ccc([N+](=O)[O-])cc2)=NO1 (centres undefined) | 7.6 | /

Additional results
smiles | RmlC RmlD mix | RT RNaseH block
COC(=O)COc1ccc(S(=O)(=O)N2CCc3ccccc3C2)cc1 | -10.2 | /
Cc1nc2ncnn2c(Nc2ccc3c(c2)OCCO3)c1C | -6.4 | -1.0
Cn1c(=O)c2c(n(C)c1=O)=NC1(CCCCC1)ON=2 | 3.5 | 0.7
Cc1nnc(Sc2cc(C(=O)NCc3ccco3)c3ccccc3n2)s1 | 11.7 | 0.4
CCOc1nc(SC(C(C)=O)C(=O)Nc2ccccc2)nc(N(C)C)n1 (centres undefined) | 2.8 | 22.0
CCCCCCCCCCS(=O)(=O)N/N=C/c1ccc([N+](=O)[O-])cc1 | -9.4 | /
Cc1cc2ncn(C(=O)c3c(-c4c(Cl)cccc4Cl)noc3C)c2cc1C | -10.8 | 4.4
COc1ccc(CCN/C=C2/CC(=O)NC2=O)cc1OC | 4.5 | -2.7

smiles | RmlC RmlD mix | RT RNaseH block
CCC(C)Nc1nc2c(c(=O)n(C)c(=O)n2C)n1Cc1cccc(C)c1 (centres undefined) | / | -6.8
CCOC(=O)c1[nH]c2cc(OC)c(OC)cc2c1NC(=O)C(C)N1CCN(Cc2ccccc2)CC1 (centres undefined) | -30.9 | 1.1
COCCNC(=O)c1onc(CSc2ccccn2)c1C(=O)NCCOC | -22.1 | /
COc1ccc(-n2c(=O)[nH]cc(C(=O)N3CCc4ccccc43)c2=O)cc1 | -18.1 | -16.1
COc1ccccc1C(=O)Nc1nc2ccc(S(C)(=O)=O)cc2s1 | -9.6 | -3.6
O=C(O)C1CCCN1C(=O)c1cccs1 (centres undefined) | 12.2 | -4.6
COc1ccc2cc3cc(C(=O)NCC4COc5ccccc5O4)oc3nc2c1 (centres undefined) | / | 49.5
COc1ccc(-c2cnc(N)n2CC2CCCO2)cc1 (centres undefined) | 1.0 | -0.5

smiles | RmlC RmlD mix | RT RNaseH block
COc1ccc(-c2cc(C#N)nc(N3CCNCC3)n2)cc1 | -3.3 | /
C=CC(COCc1ccccc1)N(Cc1ccccc1)S(=O)(=O)c1ccccc1Br (centres undefined) | 14.3 | /
COc1ccc2[nH]c(C(=O)O)c(NS(=O)(=O)c3ccc(OC)c(OC)c3)c2c1 | -21.4 | -1.3
CCCC(=O)Nc1ccc(C(=O)Nc2nnc(COC)s2)cc1 | -7.0 | 3.7
COc1cc(C(=O)NC2CCCNC2)cc(OC)c1OC (centres undefined) | -13.8 | /
O=C(N/N=C/c1ccccc1Cl)c1cccc(F)c1 | -36.5 | /
NNC(=O)C1=NOC(CNc2ncc(C(F)(F)F)cc2Cl)C1 (centres undefined) | -9.5 | /
NC1=NC[C@H](Cc2ccc(O)cc2)N1CCC12CC3CC(CC(C3)C1)C2 | 9.4 | /

smiles | RmlC RmlD mix | RT RNaseH block
CN(C)c1ccc(NC(=O)c2sc(SCC(=O)Nc3nccs3)nc2N)cc1 | 11.2 | 20.6
Cc1ncc(CSc2nc3ccccc3[nH]2)c(N)n1 | -7.2 | -9.0
CC(NC(=O)Nc1ccc2c(c1)OCO2)C1CCCO1 (centres undefined) | -15.2 | -11.8
CCN1CCN(CCCCOc2ccccc2F)CC1 | 12.9 | /
Cc1ccc(-c2nnc(CSc3nnc(COc4ccccc4)n3-c3ccccc3)o2)cc1 | 0.9 | 3.1
Cc1nn(-c2ccc(Cl)cc2)c(N)c1C(O)(CSc1nccn1C)C(F)(F)F (centres undefined) | 79.0 | -5.8
CC(C)Sc1nc2ccccc2n1CC(=O)NCc1ccc2c(c1)OCO2 | -83.8 | /
Cc1cccc2cc(CN(CCN3CCCC3)C(=O)NC3CCCCC3)c(=O)[nH]c12 | -11.9 | -5.4

smiles | RmlC RmlD mix | RT RNaseH block
CCOC(=O)Cn1nc(C)n(-c2ccc(C)cc2)c1=O | 1.6 | /
O=S(=O)(/N=C(/Nc1cc(N2CCOCC2)ncn1)c1ccccc1)c1ccccc1 | -4.4 | -13.9
O=C(O)c1c[nH]c2cc(C(F)(F)F)ccc2c1=O | -12.5 | /
O=c1c2ccccc2nc(SCc2cccc(F)c2)n1Cc1ccco1 | -9.3 | -50.4
COC(=O)C1=CO[C@H](C)[C@H]2CN3CC[C@@]4(C(=O)Nc5ccccc54)[C@@H]3C[C@H]12 | -12.2 | /
O=C(OCc1nnc(-c2ccccc2)o1)c1cn(-c2ccccc2)nc1-c1ccccc1 | -14.1 | -3.5
C=CCn1c(SCc2cc(=O)n3ccsc3n2)nc2sc(C)c(C)c2c1=O | 20.8 | -0.3
CCOc1ccccc1C(=O)Nc1nnc(C(C)C)s1 | 5.8 | -14.7

smiles | RmlC RmlD mix | RT RNaseH block
O=S(=O)(Nc1ccccc1Cl)c1ccc(F)cc1 | 4.5 | -6.3
Cc1cc(C)cc(NC(=O)C/C(N)=N/O)c1 | -18.2 | /
Cc1cccc(C2N(c3nccs3)C(=O)C3CCCN32)c1 (centres undefined) | 6.3 | -17.0
O=C(COC(=O)Cc1cn2ccsc2n1)Nc1nc2ccccc2s1 | 0.0 | -14.9
CCCc1cc(C(=O)NCCc2ccc(OC)c(OC)c2)no1 | 7.4 | -9.9
COc1ccc(C[C@H]2c3cc(O)c(OC)cc3CC[N+]2(C)[O-])cc1O (some centres undefined) | -33.7 | /
Cc1cn(-c2cc(C(=O)Nc3ccc(C)c(NC(=O)C(=O)c4c[nH]c5ccccc45)c3)cc(C(F)(F)F)c2)cn1 | 10.7 | /
O=C(c1cc2nc(-c3ccco3)cc(C(F)(F)F)n2n1)N1CCCc2ccccc21 | / | -12.4

smiles | RmlC RmlD mix | RT RNaseH block
CN(C)C(CNC(=O)CSc1nnc(-c2ccco2)o1)c1ccccc1 (centres undefined) | 28.5 | -1.8
CN1CCC23c4ccccc4NC1C21CCN(C)C3Nc2ccccc21 | -10.0 | /
O=C(Oc1cccc(NC(=O)c2ccco2)c1)c1cccc(S(=O)(=O)N2CCCCC2)c1 | 96.4 | /
CSc1ncccc1C(=O)OCC(=O)Nc1cc(C(F)(F)F)ccc1N1CCOCC1 | -148.5 | 0.9
